Bioassay records as filed in PubChem BioAssay.
dFosB activator – mouse delta FosB homodimer activation; 340,000 compounds, 0.99% hits; activation, % at 25 µM; purified delta FosB, TAMRA-CDK5 oligo fluorescence polarization; percent of positive-control signal above neutral wells;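 active = mean activation above about 17%, with every replicate also reaching it, limit read from the data, passing the limit was not always enough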;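 also: fluorescence polarization rise as delta FosB binds a TAMRA Cdk5 AP-1 oligo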
Target sequence (P13346 whole entry, looked up): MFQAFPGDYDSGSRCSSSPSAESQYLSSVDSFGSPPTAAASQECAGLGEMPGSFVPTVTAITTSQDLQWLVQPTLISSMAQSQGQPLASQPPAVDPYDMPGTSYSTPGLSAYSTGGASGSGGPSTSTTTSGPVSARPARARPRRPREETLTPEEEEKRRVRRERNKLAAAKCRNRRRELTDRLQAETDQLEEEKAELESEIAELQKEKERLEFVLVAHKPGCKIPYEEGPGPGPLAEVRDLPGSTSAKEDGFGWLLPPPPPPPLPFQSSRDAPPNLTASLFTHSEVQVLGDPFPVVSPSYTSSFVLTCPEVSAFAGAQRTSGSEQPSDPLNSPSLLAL
MITF act – activators of MITF-driven TRPM1 promoter activity in SK-MEL-5 cells. SK-MEL-5 TRPM1-promoter luciferase, 24 h; % of positive control, neutral wells = 0. activation, % at 12.5 µM. 300,000 compounds, 0.75% hits. AID 588334;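 active = mean activation of at least 80% with every replicate also reaching 80%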;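 also: 0% = neutral control wells and 100% = parthenolide positive control wells; values of inactives mirror those of a sister screen read the other way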
CAL PDZ FP-1 – blocks peptide binding to human CAL PDZ domain; purified CAL PDZ, TMR-peptide fluorescence polarization, 1 h; inhibition, % at 20 µM; 330,000 compounds, 0.02% hits; AID 504414;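 active = highest replicate inhibition of at least 40%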;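 also: plate controls were DMSO neutral control wells for no effect and unlabeled competitor peptide control wells for full effect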
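Control set: unlabelled peptide and DMSO controls / Material: purified CerCALP PDZ construct / Timing: 1 h incubation at room temperature before polarization reading / Doses: 20 µM, one dose / Detection: fluorescence polarization (mP)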
CAL PDZ FP-2 – CAL PDZ (human) peptide binding inhibition; 300,000 compounds, 0.92% hits; AID 602252; purified CAL PDZ, TMR-peptide fluorescence polarization, 1 h; Q9HD26; inhibition, % at 24.9 µM;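 active = mean inhibition of at least 30% with at least half of replicates also reaching 30%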;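 also: 0% = DMSO neutral control and 100% = excess unlabeled competitor peptide PRC23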
Rtt109 HAT inh – blocks Candida albicans Rtt109/Vps75 acetyltransferase activity; purified Rtt109/Vps75, ThioGlo CoA-SH fluorescence, 4 h; Q5AAJ8; 330,000 compounds, 0.16% hits; inhibition, % at 34.9 µM;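 active = inhibition of at least 50% in every replicate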
Target sequence (Q5AAJ8 whole entry, looked up): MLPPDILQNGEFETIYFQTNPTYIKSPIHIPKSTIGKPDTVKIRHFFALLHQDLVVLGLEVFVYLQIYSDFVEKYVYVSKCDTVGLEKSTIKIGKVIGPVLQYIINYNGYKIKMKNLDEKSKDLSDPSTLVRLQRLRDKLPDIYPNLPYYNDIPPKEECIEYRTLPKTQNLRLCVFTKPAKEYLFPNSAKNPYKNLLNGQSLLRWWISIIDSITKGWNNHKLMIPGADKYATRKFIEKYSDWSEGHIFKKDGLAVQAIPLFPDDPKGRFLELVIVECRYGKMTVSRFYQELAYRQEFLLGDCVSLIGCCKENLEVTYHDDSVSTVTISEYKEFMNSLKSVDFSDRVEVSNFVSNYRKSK
V-ATPase pH – regulators of yeast V-ATPase proton transport. S. cerevisiae, pHLuorin cytosolic pH fluorescence. response, % at 10 µM. 350,000 compounds, 0.37% hits; in the data active = response mostly above about 7.3%, no sharp cut-off; inactive = mostly below about 5.4%; also: actives read high; inactives centre near 0; some compounds called inactive have numbers as strong as hits
CDK5 inh – blocks human CDK5/p35 kinase activity. AID 488839. 330,000 compounds, 0.01% hits. inhibition, % at 10 µM. Recombinant CDK5/p35, ADP-Glo luminescence, 60 min;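 active = highest replicate inhibition of at least 50% and at least 75% of replicates reaching 50%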;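 also: plate controls were DMSO neutral control for no effect and GW8510 at 10 µM for full effect; many of its hits are not listed in these tables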
Wnt bcat act – activates Wnt/beta-catenin signaling in a reporter cell assay. 300,000 compounds, 1.2% hits. activation, % at 9.35 µM. activator, plate reader; in the data active = activation above about 30%, passing the limit was not always enough;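 also: 0% = neutral control wells and 100% = positive control wells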
Tat export inh – blocks Tat-dependent protein export in E. coli. inhibition, % at 10 µM. E. coli MC4100 TorA-mCherry Tat export, fluorescence. AID 488895. 340,000 compounds, 0.036% hits;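 active = mean replicate inhibition at least 50% and at least half of replicates individually reaching 50%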;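 also: exported cargo escapes ClpAP degradation while cytoplasmic cargo is degraded and loses fluorescence; 0% = median of neutral control wells and 100% = median of NaSCN control wells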
cardiac RTF act – cardiac RTF calcium sensitization. P19429+P45379. IANBD-labeled TnC RTF fluorescence at EC20 calcium; 0% EC20 calcium, 100% full calcium. activation, % at 7.2 µM. 340,000 compounds, 0.24% hits;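 active = activation above the mean over all tested compounds plus 3 SD, cut at about 30% in these data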;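 also: rise in fluorescence read as greater calcium sensitivity of cardiac thin filaments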
* hit, by the source's call.

Results for O=C(NCc1cccc(F)c1F)C1CCC(=O)N(C2CC2)C1 (stereo unspecified) ?
dFosB activator: -4; MITF act: 6; CAL PDZ FP-1: -3.0; CAL PDZ FP-2: 2; Rtt109 HAT inh: 11; V-ATPase pH: -3; CDK5 inh: -1.5; Wnt bcat act: 0; Tat export inh: -3; cardiac RTF act: -4

What do the screens show for `Cc1cccc(-c2nnn3c2nc(NCCc2ccc(S(N)(=O)=O)cc2)c2ccccc23)c1`?
dFosB activator: 4; MITF act: -17; CAL PDZ FP-1: -0.2; Rtt109 HAT inh: -22; V-ATPase pH: -7; CDK5 inh: 0.2; Wnt bcat act: 6; Tat export inh: 0; cardiac RTF act: 2

What do the screens show for `COc1ccc(CN2CCC(N3CCC(C(=O)N4CCOCC4)CC3)CC2)c(F)c1`?
dFosB activator: -9; MITF act: -2; CAL PDZ FP-1: -3.0; CAL PDZ FP-2: -1; Rtt109 HAT inh: -9; V-ATPase pH: 3; CDK5 inh: 1.9; Wnt bcat act: 2; Tat export inh: -2; cardiac RTF act: 7

Results for COc1ccc(S(=O)(=O)N2CCCCC2)cc1NC(=O)c1cccnc1SC ?
dFosB activator: -3; MITF act: -5; CAL PDZ FP-1: -1.2; CAL PDZ FP-2: -3; Rtt109 HAT inh: 5; V-ATPase pH: 1; CDK5 inh: -1.0; Wnt bcat act: -3; Tat export inh: -3; cardiac RTF act: -1

Results for COc1cccc(C2c3cc4c(cc3OC(N3CCOCC3)C2C)OCO4)c1O (stereo unspecified) ?
dFosB activator: -2; MITF act: 1; CAL PDZ FP-1: -1.2; CAL PDZ FP-2: 4; Rtt109 HAT inh: 5; V-ATPase pH: -1; CDK5 inh: 0.7; Wnt bcat act: -5; Tat export inh: 7; cardiac RTF act: -1

Results for c1ccc2c(-c3nc(-c4ccncc4)no3)cccc2c1 ?
dFosB activator: -29; MITF act: 51; CAL PDZ FP-1: -2.9; Rtt109 HAT inh: 1; V-ATPase pH: -2; CDK5 inh: 0.6; Tat export inh: 2; cardiac RTF act: -6

Results for CCc1ccc(Nc2nc(N)nc(CSc3nc4ccccc4s3)n2)cc1 ?
dFosB activator: -2; MITF act: 12; CAL PDZ FP-1: 0.0; CAL PDZ FP-2: 5; Rtt109 HAT inh: 3; V-ATPase pH: 1; CDK5 inh: -0.6; Wnt bcat act: -2; Tat export inh: -6; cardiac RTF act: -5

Results for O=C(NCCc1c[nH]c2ccccc12)C(=O)NCC1OCCN1S(=O)(=O)c1ccc(Cl)cc1 (stereo unspecified) ?
dFosB activator: -2; CAL PDZ FP-1: 0.4; Rtt109 HAT inh: 0; V-ATPase pH: -2; CDK5 inh: -3.4; Wnt bcat act: 0; Tat export inh: 11; cardiac RTF act: -2

What do the screens show for `O=C(NCc1cccs1)c1ccc(Cl)c(S(=O)(=O)N2CCCC2)c1`?
dFosB activator: -8; MITF act: 1; CAL PDZ FP-1: -0.8; CAL PDZ FP-2: 1; Rtt109 HAT inh: 11; V-ATPase pH: 6; CDK5 inh: -0.2; Wnt bcat act: -2; Tat export inh: -6; cardiac RTF act: -2

What do the screens show for `COC(=O)c1c(C(=O)OC)c(C)n(Cc2ccco2)c1C`?
dFosB activator: -6; CAL PDZ FP-1: -1.0; CAL PDZ FP-2: -1; Rtt109 HAT inh: -5; V-ATPase pH: 4; CDK5 inh: 1.2; Wnt bcat act: -2; Tat export inh: 7; cardiac RTF act: 12

How did CC(C)(C)CC(C)(C)NC(=O)Nc1cccc([N+](=O)[O-])c1 do in these assays?
dFosB activator: 0; MITF act: 0; CAL PDZ FP-1: -0.8; CAL PDZ FP-2: 9; Rtt109 HAT inh: -7; V-ATPase pH: -4; CDK5 inh: -1.6; Wnt bcat act: -1; Tat export inh: 3; cardiac RTF act: 0

What do the screens show for `Cc1ccccc1OCc1nc(-c2ccc(NC(=O)c3ccco3)cc2)no1`?
dFosB activator: 3; MITF act: 103*; CAL PDZ FP-1: -1.4; CAL PDZ FP-2: -4; Rtt109 HAT inh: -12; V-ATPase pH: 2; CDK5 inh: 1.0; Wnt bcat act: -1; Tat export inh: -2; cardiac RTF act: -4

Results for COc1ccc(Cc2nc(C(=O)NCc3ccccc3OC)cs2)cc1 ?
dFosB activator: 1; MITF act: 2; CAL PDZ FP-1: -1.9; Rtt109 HAT inh: 23; V-ATPase pH: 2; CDK5 inh: -1.6; Tat export inh: 2; cardiac RTF act: 8

What do the screens show for `CC(C)(C)C(=O)Nc1cc(S(=O)(=O)Nc2ccc(Cl)cc2)ccc1O`?
dFosB activator: -1; MITF act: -5; CAL PDZ FP-1: 0.1; CAL PDZ FP-2: -3; Rtt109 HAT inh: -1; V-ATPase pH: -1; CDK5 inh: -0.5; Wnt bcat act: 3; Tat export inh: -1; cardiac RTF act: 2

Results for O=[N+]([O-])c1cccc(Cl)c1NCCNS(=O)(=O)c1ccccc1 ?
dFosB activator: 10; MITF act: 18; CAL PDZ FP-1: -1.2; CAL PDZ FP-2: 6; Rtt109 HAT inh: -6; V-ATPase pH: -1; CDK5 inh: -0.5; Wnt bcat act: -4; Tat export inh: -7; cardiac RTF act: -1

What do the screens show for `C=C(C)C(O)CC/C(C)=C/Cc1c(O)ccc(C(=O)/C=C/c2ccc(O)cc2)c1O` (stereo unspecified)?
dFosB activator: -7; MITF act: -23; CAL PDZ FP-1: 0.3; CAL PDZ FP-2: -9; Rtt109 HAT inh: 5; V-ATPase pH: 5; CDK5 inh: -0.1; Wnt bcat act: -1; Tat export inh: -3; cardiac RTF act: 2

What do the screens show for `CCOc1ccc(N2C(=O)CS/C2=C(\C(Cl)=C(Cl)Cl)[N+](=O)[O-])cc1`?
dFosB activator: -13; MITF act: -4; CAL PDZ FP-1: -1.4; CAL PDZ FP-2: -2; Rtt109 HAT inh: 2; V-ATPase pH: 3; CDK5 inh: -0.9; Tat export inh: -12; cardiac RTF act: 6

How did Cc1ccc(C(=O)Cc2ccccc2)o1 do in these assays?
dFosB activator: -8; MITF act: 15; CAL PDZ FP-1: -0.4; CAL PDZ FP-2: -1; Rtt109 HAT inh: -8; V-ATPase pH: -1; CDK5 inh: 1.2; Wnt bcat act: 0; Tat export inh: -1; cardiac RTF act: -4

How did COc1ccc(C23NCCN2C(=O)c2ccccc23)cc1 (stereo unspecified) do in these assays?
dFosB activator: -6; MITF act: 0; CAL PDZ FP-1: 0.2; CAL PDZ FP-2: -1; Rtt109 HAT inh: 0; V-ATPase pH: 5; CDK5 inh: 0.5; Wnt bcat act: 0; Tat export inh: -10; cardiac RTF act: -2

What do the screens show for `O=C(N1CCOCC1)n1nnc2ccccc21`?
dFosB activator: 6; MITF act: 11; CAL PDZ FP-1: -0.8; CAL PDZ FP-2: 0; Rtt109 HAT inh: 2; V-ATPase pH: 1; CDK5 inh: -1.5; Wnt bcat act: -1; Tat export inh: 2; cardiac RTF act: 4

A stretch from the list above, as a working copy:
Results for O=C(NCc1cccc(F)c1F)C1CCC(=O)N(C2CC2)C1 (stereo unspecified) ?
dFosB activator: -4; MITF act: 6; CAL PDZ FP-1: -3.0; CAL PDZ FP-2: 2; Rtt109 HAT inh: 11; V-ATPase pH: -3; CDK5 inh: -1.5; Wnt bcat act: 0; Tat export inh: -3; cardiac RTF act: -4

What do the screens show for `Cc1cccc(-c2nnn3c2nc(NCCc2ccc(S(N)(=O)=O)cc2)c2ccccc23)c1`?
dFosB activator: 4; MITF act: -17; CAL PDZ FP-1: -0.2; Rtt109 HAT inh: -22; V-ATPase pH: -7; CDK5 inh: 0.2; Wnt bcat act: 6; Tat export inh: 0; cardiac RTF act: 2

More results follow.
What do the screens show for `CCO[C@H]1OC(C(=O)NC2CC2)=C[C@@H](c2c[nH]c3ccccc23)[C@@H]1CCCO`?
dFosB activator: 2; MITF act: -1; CAL PDZ FP-1: -0.9; CAL PDZ FP-2: -5; Rtt109 HAT inh: 10; V-ATPase pH: 2; CDK5 inh: 2.4; Wnt bcat act: 0; Tat export inh: -2; cardiac RTF act: -3

How did CCn1c(SCc2ccccc2)nnc1-c1cccs1 do in these assays?
dFosB activator: -3; CAL PDZ FP-2: 0; Rtt109 HAT inh: 6; V-ATPase pH: -7; CDK5 inh: -3.0; Wnt bcat act: 3; Tat export inh: 3; cardiac RTF act: -13

Results for CCn1cc(C(=O)NC(C)CCc2ccccc2)c(=O)c2cc(S(=O)(=O)N(C)C)ccc21 (stereo unspecified) ?
dFosB activator: -24; MITF act: 2; CAL PDZ FP-1: -1.2; CAL PDZ FP-2: -1; Rtt109 HAT inh: -17; V-ATPase pH: -4; CDK5 inh: -6.8; Wnt bcat act: 1; Tat export inh: -6; cardiac RTF act: -2

Results for CCOC(=O)Cc1csc(NC(=O)CSc2nnnn2-c2ccc(CC)cc2)n1 ?
dFosB activator: -5; MITF act: -8; CAL PDZ FP-1: -1.8; CAL PDZ FP-2: -2; Rtt109 HAT inh: 14; V-ATPase pH: -1; CDK5 inh: -1.9; Tat export inh: 7; cardiac RTF act: -3

What do the screens show for `O=C(CNC(=O)c1ccco1)OCC(=O)c1ccc(Cl)cc1`?
dFosB activator: -5; MITF act: -5; CAL PDZ FP-1: -1.8; CAL PDZ FP-2: 0; V-ATPase pH: 0; CDK5 inh: -0.1; Wnt bcat act: -1; Tat export inh: 8; cardiac RTF act: 3

Results for CCN1CCN(C(=O)CCc2nc3ccccc3c(=O)[nH]2)CC1 ?
dFosB activator: -1; MITF act: -3; CAL PDZ FP-1: -0.6; CAL PDZ FP-2: -3; Rtt109 HAT inh: -5; V-ATPase pH: 0; CDK5 inh: -0.7; Wnt bcat act: 1; Tat export inh: -4; cardiac RTF act: 0

What do the screens show for `CN(C(=O)c1cc([N+](=O)[O-])ccc1N1CCCC1)C1CCCCC1`?
dFosB activator: -8; MITF act: 4; CAL PDZ FP-1: 0.8; CAL PDZ FP-2: 0; Rtt109 HAT inh: 15; V-ATPase pH: 4; CDK5 inh: 1.0; Wnt bcat act: -2; Tat export inh: 4; cardiac RTF act: -5

What do the screens show for `COc1ccccc1S(=O)(=O)c1c(C)cc(C)[nH]c1=O`?
dFosB activator: 8; MITF act: -8; CAL PDZ FP-1: 0.1; CAL PDZ FP-2: -3; Rtt109 HAT inh: 6; V-ATPase pH: -2; CDK5 inh: 0.4; Wnt bcat act: 1; Tat export inh: 3; cardiac RTF act: 2

How did CC(C)(C)c1ccc(NC(=O)Cn2cnc3cc([N+](=O)[O-])ccc3c2=O)cc1 do in these assays?
dFosB activator: 11; MITF act: 5; CAL PDZ FP-1: -1.4; Rtt109 HAT inh: -6; V-ATPase pH: -2; CDK5 inh: -0.1; Wnt bcat act: -2; Tat export inh: -10

How did O=C(Cc1n[nH]c(=O)c2ccccc12)OCC(=O)c1ccccc1Cl do in these assays?
dFosB activator: -13; MITF act: 2; CAL PDZ FP-1: -1.0; Rtt109 HAT inh: 7; V-ATPase pH: 4; CDK5 inh: 0.8; Wnt bcat act: -2; Tat export inh: 3; cardiac RTF act: -4

What do the screens show for `Cn1c(=O)oc2cc(S(=O)(=O)Nc3ccc(O)cc3)ccc21`?
dFosB activator: 8; MITF act: -11; CAL PDZ FP-1: -0.7; CAL PDZ FP-2: -5; Rtt109 HAT inh: -5; V-ATPase pH: 1; CDK5 inh: 0.0; Wnt bcat act: 0; Tat export inh: -1; cardiac RTF act: -3
